Bioassay records as filed in PubChem BioAssay.
EP2 mod: EP2 receptor modulators, cAMP readout, primary screen, cell-based, HTRF cAMP, PGE2 stimulation; Prostaglandin E2 receptor EP2 subtype (Homo sapiens), P43116; EP2-expressing cells, cAMP HTRF FRET, PGE2 co-stimulation; induction, % at 25 µM; 260,000 compounds, 0.83% hits;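 active = compounds whose cAMP rise, as percent of the full-agonist control response, exceeds 60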;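 also: rat C6 glioma line stably carrying human EP2 under a CMV promoter; the protocol text gives 20 µM as final concentration; 100% = response of wells given 1 µM PGE2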
Hck Nef HTS: inhibitors of Nef-activated human Hck kinase, primary screen, biochemical, Z-Lyte FRET, 384-well, Hck-YEEI; Tyrosine-protein kinase HCK (Homo sapiens), P08631; Recombinant Hck-YEEI plus Nef, Z-Lyte FRET kinase assay; inhibition, % at 20 µM; 220,000 compounds, 0.68% hits;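 active = Hck-Nef kinase inhibition above about 50%, limit read from the data; inactive = inhibition below that limit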;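 also: 0% = DMSO with Hck plus Nef and 100% = Hck alone without Nef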
EP2 antag: human EP2 receptor antagonists, primary screen, TR-FRET cAMP, C6 glioma cells. Prostaglandin E2 receptor EP2 subtype (Homo sapiens), P43116. C6 glioma cells expressing human EP2; cells stimulated with saturating PGE2. inhibition, % at 25 µM. 260,000 compounds, 0.52% hits;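 active = percent inhibition above 40 after rounding to a whole number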;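 also: rat C6 glioma host cells with rolipram phosphodiesterase inhibitor present; the protocol text gives 20 µM as final concentration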
zVAD death inh: inhibitors of zVAD-triggered necroptosis, primary screen, L929 cells. L929 zVAD necroptosis rescue, ATP luminescence, 24 h; with zVAD 60 µM. viability rescue, % at 10 µM. 220,000 compounds, 0.38% hits. AID 1377, 2008;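 active = activation, scaled between plate controls, above about 75%, limit read from the data; inactive = activation under that limit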;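 also: 0% = zVAD with DMSO and 100% = DMSO alone without zVAD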
Runt-CBFb FRET: inhibitors of RUNX1 Runt–CBFb binding, primary screen, biochemical, FRET, Cerulean-Runt, Venus-CBFb, uHTS; Runt-related transcription factor 1 (Homo sapiens) + Core-binding factor subunit beta …; Cerulean-Runt/Venus-CBFb FRET ratio 530/480, 1 h; inhibition, % at 20 µM; 220,000 compounds, 0.46% hits; AID 1496, 2009;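 active = inhibition over about 50% at 20 µM in the single-dose screen, limit read from the data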;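 also: 0% = DMSO wells and 100% = excess unlabeled CBFb competitor control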
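Measured by: fluorescence energy transfer, 422 nm excitation, 530/480 nm emission; test system: Cerulean-tagged RUNX1 Runt domain (FRET donor) fusion protein; buffer or medium: Tris pH 7.5 buffer with BSA; compound: one dose, 20 µM compound, 1% DMSO; times: two 1 h room-temperature incubations shielded from light; benchmarks: unlabeled CBFb 5 µM, positive control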
Runt-SMMHC FRET: inhibitors of RUNX1 Runt–CBFb-SMMHC binding, primary screen, biochemical, FRET, Cerulean-Runt, Venus-CBFb-SMMHC, uHTS. Cerulean-Runt/Venus-CBFb-SMMHC FRET ratio 530/480, 1 h. Runt-related transcription factor 1 (Homo sapiens) + Core-binding factor subunit beta …. AID 1434, 2008. inhibition, % at 20 µM. 220,000 compounds, 0.74% hits;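 active = mean inhibition across duplicate retests at 20 µM reaching about 50%, limit read from the data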;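 also: 0% = DMSO wells and 100% = wells with excess untagged CBFb-SMMHC; inhibitors lower the FRET ratio by blocking Runt binding to CBFb-SMMHC; some results filed as inactive read as strong as hits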
RBBP9 inhibitor: human RBBP9 inhibitors, primary screen, biochemical, fluorescence polarization, FP-Rh probe, HTS | recombinant RBBP9 | 220,000 compounds, 0.2% hits | Serine hydrolase RBBP9 (Homo sapiens), O75884 | inhibition, % at 7.94 µM;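 active = inhibition above the campaign mean of all tested compounds plus 3 SD, cut at about 14% in these data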;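 also: plate controls were DMSO wells with RBBP9 for no effect and wells lacking RBBP9 protein for full effect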
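Test system: recombinant human RBBP9; Timing: 30 min then 45 min, 25 °C; Detection: fluorescence polarization; Control set: RBBP9 with DMSO as uninhibited control, no-protein wells as full inhibition; Compound dosing: one concentration, 7.94 µM nominal, 0.794% DMSO; Probe or stimulus: FP-Rh activity-based probe, 375 nM before mixing.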
TNF death inh: inhibitors of TNF-alpha triggered necroptosis, primary screen, cell-based, Jurkat FADD-/-, single concentration | Jurkat FADD-/- TNF necroptosis rescue, ATP luminescence, 24 h; 0 = TNF only, 100 = no-TNF cells | 220,000 compounds, 0.068% hits | activation (protection from cell death), % at 10 µM;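 active = activation, meaning protection from cell death, of at least 50% relative to plate controls; inactive = activation below 50%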;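 also: necroptosis triggered by 40 ng/mL TNF-alpha added together with compound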
PERK inhibitor: block of dimerizer-induced PERK translation repression, primary screen, PERK inhibitor project, CHO PERK-DD cells, SEAP luminescence, HTS. Eukaryotic translation initiation factor 2-alpha kinase 3 (Homo sapiens), Q9NZJ5. CHO PERK-DD fusion, SEAP luminescence translation reporter. inhibition, % at 5.6 µM. 220,000 compounds, 0.17% hits. AID 1416, 2008;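 active = inhibition above the mean inhibition of all tested compounds plus 3 SD, set separately per screening campaign, cut at about 2.9% in these data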;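 also: PERK kinase domain activated by AP20187 dimerizer at 100 nM; 0% = DMSO with dimerizer and 100% = rapamycin at 8.4 µM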
Target sequence (Q9NZJ5 whole entry, looked up, the tested form may be a part): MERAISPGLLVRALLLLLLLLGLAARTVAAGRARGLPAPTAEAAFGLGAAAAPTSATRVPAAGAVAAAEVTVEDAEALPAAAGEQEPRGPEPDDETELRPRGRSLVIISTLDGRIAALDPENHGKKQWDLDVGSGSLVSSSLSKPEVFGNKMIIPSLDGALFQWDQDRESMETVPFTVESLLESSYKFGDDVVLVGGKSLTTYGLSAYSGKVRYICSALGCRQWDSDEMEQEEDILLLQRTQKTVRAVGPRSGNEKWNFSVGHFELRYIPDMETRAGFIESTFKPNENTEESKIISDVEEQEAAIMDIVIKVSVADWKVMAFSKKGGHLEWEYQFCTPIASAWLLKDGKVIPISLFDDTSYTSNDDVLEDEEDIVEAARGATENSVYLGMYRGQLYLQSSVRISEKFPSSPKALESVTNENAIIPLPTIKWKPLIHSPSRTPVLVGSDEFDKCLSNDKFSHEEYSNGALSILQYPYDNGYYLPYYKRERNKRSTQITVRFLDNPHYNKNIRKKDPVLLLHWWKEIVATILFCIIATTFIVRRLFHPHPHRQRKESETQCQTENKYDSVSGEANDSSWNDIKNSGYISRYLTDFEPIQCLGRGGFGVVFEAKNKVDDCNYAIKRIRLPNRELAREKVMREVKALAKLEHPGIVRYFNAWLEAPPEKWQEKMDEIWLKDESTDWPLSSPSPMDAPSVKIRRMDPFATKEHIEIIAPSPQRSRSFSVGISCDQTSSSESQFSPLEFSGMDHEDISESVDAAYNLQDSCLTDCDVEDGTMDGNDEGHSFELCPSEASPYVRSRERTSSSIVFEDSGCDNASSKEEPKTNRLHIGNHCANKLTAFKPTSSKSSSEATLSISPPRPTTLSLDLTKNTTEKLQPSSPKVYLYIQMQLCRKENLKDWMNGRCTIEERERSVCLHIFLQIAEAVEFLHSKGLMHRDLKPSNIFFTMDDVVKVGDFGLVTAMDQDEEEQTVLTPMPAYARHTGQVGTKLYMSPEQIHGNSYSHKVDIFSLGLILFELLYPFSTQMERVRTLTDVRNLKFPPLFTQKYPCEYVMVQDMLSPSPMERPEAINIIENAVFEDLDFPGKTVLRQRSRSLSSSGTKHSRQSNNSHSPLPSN
Active calls of the source: *; x = no result given; & = joins results of further samples. The list is partial. The share of hits here may be higher or lower than overall.

entry	structure	Hck Nef HTS	EP2 mod	zVAD death inh	PERK inhibitor	EP2 antag	RBBP9 inhibitor	TNF death inh	Runt-CBFb FRET	Runt-SMMHC FRET
1	CCN(CC)S(=O)(=O)c1ccc(/C(O)=C2/C(=O)C(=O)N(CCOC)C2c2ccccc2)cc1 (stereo not drawn)	-3.0	17.7	0.4	0.4	11.8	-0.8	2.3	-1.2	1.9
2	C(=N\Nc1nc(-c2ccccc2)cs1)/c1cccs1	0.6	-10.6	0.6	0.2	9.6	-1.5	-8.3	18.0	-1.2
3	COc1ccc(C(=O)c2ccccc2)c(OCC(=O)N(C)C)c1	20.6	4.5	2.3	0.4	0.7	0.5	0.3	1.0	0.7
4	CC1CCN(C(=O)CCc2nc3cc(S(=O)(=O)N(C)C)ccc3n2C)CC1	0.7	-2.2	0.0	-0.9	1.9	-4.4	-3.4	3.6	-0.4
5	CN(CC(=O)Nc1ccccc1-c1ccccc1)Cc1ccccc1Cl	3.5	70.9*	0.8	-0.1	4.4	1.6	-0.7	-0.7	-0.4
6	Cc1ccc(S(=O)(=O)n2nc(-c3ccc(Cl)cc3)nc2NCc2ccco2)cc1	-0.3	17.2	0.1	0.5	6.8	-3.8	0.0	0.8	-1.0
7	CC(C)=CCN1CCN(Cc2cccc3c2OCO3)CC1CCO (stereo not drawn)	5.6	-10.6	-0.3	0.1	1.2	-6.6	-0.1	-0.8	3.4
8	CCOC(=O)C1CCN(S(=O)(=O)c2ccc(C(C)=O)cc2)CC1	6.6	-26.8&-19.3	-0.2	-0.7	4.5&14.5	-6.6	-1.1	-0.3	4.6
9	O=C(CC1C(=O)OCN1C(=O)OCc1ccccc1)OCC(=O)c1ccccc1 (stereo not drawn)	1.5	-1.6	0.2	1.1	11.3	0.1	-1.9	-2.5	3.4
10	CC(C)c1ccccc1NC(=S)NC1CCN(Cc2ccccc2)CC1	0.3	-21.0	-0.5	-0.4	13.3	-5.7	-4.4	0.9	2.1
11	CCCCNCc1cc(Br)c(OCC(=O)N2CCOCC2)c(OC)c1	2.4	2.8	0.0	1.0	3.1	-9.8	-1.9	0.0	-1.6
12	Cc1c[nH]c2cccc(OCC(O)CNC(C)(C)C)c12 (stereo not drawn)	-1.1	-21.2	0.0	-0.9	11.2	8.0	0.7	0.3	-1.3
13	CCCN1C(=O)C(O)(C2CC(=O)CC(C)(C)O2)c2ccccc21 (stereo not drawn)	11.6	15.5	-0.5	0.2	8.7	-7.5	-7.3	-1.1	2.6
14	CC1(C)CC(=O)c2cnc(NC(=O)Cc3ccc(Cl)cc3)nc2C1	1.2	-4.5	-0.6	-0.1	16.0	10.4	0.8	1.9	1.9
15	C/C(=N/NC(=O)c1ccccc1)C1=C(O)CC(C)(C)CC1=O	17.4	-3.7	29.4	1.6	21.9	-2.9	-0.2	x	x
16	O=C(NCCCn1ccnc1)c1cc(C(=O)C2CCCCC2)c[nH]1	1.0	13.0	5.6	0.6	3.7	1.1	0.6	-0.8	-0.6
17	CCOc1ccccc1N1CCN(C(=O)CCCc2nc3ccccc3s2)CC1	1.3	10.5	0.0	-1.4	6.6	-5.3	1.4	-7.2	-0.4
18	CC(C)(C)OC(=O)N/N=C\c1ccc(OC(=O)c2cccs2)cc1	-0.1	-59.5	-0.5	0.8	6.8	-1.5	3.0	-0.8	3.2
19	CC1CCC(N2CCN(c3ncccn3)CC2)C1 (stereo not drawn)	1.5	19.7	0.1	-1.4	10.7	-3.2	1.4	-0.1	-3.1
20	Nc1cc(Cl)nc(N/N=C/c2c(O)ccc3ccccc23)n1	2.5	-13.4	38.4	0.3	15.4	4.0	9.5	-8.1	-36.1
21	CCn1nc(-c2ccccc2)c2nc3ccccc3nc21	-0.7	48.2	0.4	0.0	9.5	-5.5	-2.7	-103.9	-2.5
22	CC(=O)Oc1ccc(-c2cccc(C(=O)O)c2)cc1	3.7	16.7	0.5	1.1	1.4	3.8	0.4	-0.9	-1.6
23	CC(C)(C)n1nnnc1C(c1cc2cc3c(cc2[nH]c1=O)OCCO3)N1CCSCC1 (stereo not drawn)	1.9	-5.0	-0.3	-0.2	0.8	2.6	0.2	0.6	-1.6
24	Cc1ccc(C)c(-n2cc(CN3CCN(C(=O)c4ncn[nH]4)CC3)c(-c3ccccc3)n2)c1	21.4	19.1	2.6	0.0	3.9	1.6	1.5	-5.6	-5.2
25	COc1ccccc1NC(=O)Cc1csc(NC(=S)Nc2ccccc2)n1	-1.3	-33.2&-24.0	0.0	-0.1	18.9&5.7	-7.4	-6.2	2.1	5.1
26	Cc1cc(-c2nnc(CCC(=O)N(C)Cc3cccc4ccccc34)o2)no1	12.6	0.5	0.2	-0.5	7.3	-2.9	0.6	-0.7	-0.6
27	Cc1ccn2c(CNC(C)CCn3cccn3)c(C(=O)N3CCCCCC3)nc2c1 (stereo not drawn)	8.0	8.5	-0.5	0.8	6.7	-1.8	-0.3	-0.1	-1.3
28	Cc1cc(NC(=O)CCn2c(=O)sc3ccccc32)no1	13.9	x	-0.1	1.2	5.5	5.7	-0.8	x	x
29	Cc1ccc(NC(=O)CN(c2ccc(Cl)cc2)S(=O)(=O)c2cc([N+](=O)[O-])ccc2Cl)cc1	-22.2	21.8	-0.1	0.0	15.4	-5.2	-1.1	-2.7	-1.6
30	CN(CC(=O)Nc1ccc(C#N)cc1)Cc1ccc(Cl)c(Cl)c1	1.3	-50.8	0.0	1.3	17.2	9.4	0.8	-3.9	4.2
31	CCCCN(C)CCC(=O)Nc1ccc2c(c1)CCC2	21.0	-14.0	2.1	0.7	3.2	1.9	2.5	-0.2	2.5
32	CCC(=O)Nc1ccc(N2CCN(C(=O)c3cccs3)CC2)cc1	7.7	33.4	1.3	1.8	6.9	1.2	0.9	0.8	-5.4
33	CC(C)c1ccccc1NC(=O)c1ccco1	2.6	2.0	-0.2	0.6	2.2	-7.0	-2.3	x	x
34	O=C(CSc1nnc(CNC(=O)c2cccs2)o1)Nc1ccccc1	24.6	3.6	0.4	0.8	10.1	0.0	0.3	0.7	-2.5
35	O=C(O)CSc1c2c(nc3cc(C(=O)NCCN4CCOCC4)ccc13)CCC2	16.7	-21.3	0.2	1.0	10.9	-3.8	-0.5	-1.2	-2.3
36	O=C(NCCN1CCOCC1)c1ccc(=O)oc1	-1.3	21.6	0.4	0.3	7.2	-0.8	-0.2	-1.1	0.1
37	Cc1ccc(C)c(Cn2c(O)c(N=NC(=S)Nc3ccccc3F)c3ccccc32)c1	29.9	9.7	-1.6	0.0	7.1	-12.2	-1.7	0.3	-7.5
38	Nc1c(Nc2ccccc2)c2ccccc2oc1=O	9.4	-42.8	0.0	-0.8	5.3	-10.3	-4.0	0.3	3.4
39	O=C(NCc1ccncc1)c1cnccn1	-1.3	-9.6	0.2	0.5	7.8	-3.4	0.0	-0.3	-1.3
40	CNC(=S)N(Cc1ccc(OC)cc1)C1CC(=O)N(c2ccc(Cl)cc2)C1=O (stereo not drawn)	0.6	-19.8	1.3	-0.1	x	-3.0	1.3	-1.4	-6.0
41	O=C(CCCc1ccccc1)Nc1ccc(S(=O)(=O)N2CCOCC2)cc1	19.0	-43.8	1.4	-0.3	7.5	-7.2	4.9	0.6	2.9
42	Cc1ccc(S(=O)(=O)N2CCCCC2)cc1NC(=O)COC(=O)Cc1cccc2ccccc12	-1.1	-4.9	-1.2	0.6	6.9	-9.1	1.0	1.8	1.7
43	Cc1c(Nc2cc(N3CCCCCC3)c3nonc3c2[N+](=O)[O-])c(=O)n(-c2ccccc2)n1C	1.5	13.7	-0.4	0.3	9.7	-13.1	0.3	-2.1	-3.8
44	O=C(N/N=C\c1cn[nH]c1-c1ccccc1)c1cccs1	7.0	-48.3	0.8	0.3	19.1	-12.2	3.2	-1.2	0.4
45	COc1ccc(-c2ccc(C(=O)O)c(=O)[nH]2)cc1	10.2	-14.6	2.1	-0.3	7.8	-1.3	0.2	0.5	8.4
46	O=C(NNC(=S)NCc1ccco1)c1ccc(Cl)s1	1.3	22.7	-0.1	1.3	11.6	-5.9	-3.1	4.7	2.9
47	COc1cc2c(cc1OC)CN(CC(=O)NC(=O)NC(C)(C)C)CC2	6.8	8.1	0.1	0.7	5.1	-1.4	0.0	0.1	5.2
48	CC(NC(=S)Nc1ccc(OC(F)F)c(Cl)c1)C(C)(C)C (stereo not drawn)	-9.4	-23.1	2.5	0.7	8.0	-2.0	-3.2	-1.1	-2.8
49	CCOC(=O)c1ccccc1NC(=O)CSc1nnc(Cc2cccn2C)n1-c1ccc(F)cc1	-2.3	28.3	0.0	-0.9	4.4	-9.1	-2.0	-0.7	-1.0
50	c1cnc2ncc3sccc3c2c1	3.4	-1.2	-0.2	2.1	7.1	1.9	0.5	-0.9	-5.0
51	Cc1cccnc1Nc1nc(-c2ccc(O)cc2)cs1	-0.6	-8.2	1.1	-0.3	7.7	-3.9	-5.2	5.5	1.0
52	CN(C)/C=C1\C(=O)N(c2ccc(Cl)cc2)CS1(=O)=O	-0.8	-6.6	0.1	0.4	3.0	-7.0	-3.2	2.3	-2.5
53	CC(=O)Nc1ccc(NC(=O)C2CC(=O)N(c3cccc(C)c3C)C2)cc1 (stereo not drawn)	4.1	12.2	0.2	1.2	10.3	-3.1	0.6	1.0	0.3
54	COCCNC(=S)Nc1cc(OC)c(OC)cc1C#N	9.2	-11.9	3.5	0.4	7.0	2.8	-3.8	3.1	0.0
55	N#Cc1nc(COc2ccccc2Cl)oc1NCc1ccc(F)cc1	1.9	-26.4	1.4	0.5	5.8	-11.5	0.8	-1.6	-13.1
